Source: PubChem
L929 necroptosis – inhibitors of zVAD-triggered necroptosis, primary screen, L929 cells | L929 zVAD necroptosis rescue, ATP luminescence, 24 h; with zVAD 60 µM | viability rescue, % at 10 µM | actives 0.38% (n = 220,000) | AID 1377, 2008;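 active means activation, scaled between plate controls, above about 75%, limit read from the data; inactive means activation under that limit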;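 further: 0% = zVAD with DMSO and 100% = DMSO alone without zVAD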
EP2 antag – human EP2 receptor antagonists, primary screen, TR-FRET cAMP, C6 glioma cells; inhibition, % at 25 µM; C6 glioma cells expressing human EP2; cells stimulated with saturating PGE2; actives 0.52% (n = 260,000); Prostaglandin E2 receptor EP2 subtype (Homo sapiens), P43116;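 active means percent inhibition above 40 after rounding to a whole number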;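 further: rat C6 glioma host cells with rolipram phosphodiesterase inhibitor present; the protocol text gives 20 µM as final concentration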
PERK inh – block of dimerizer-induced PERK translation repression, primary screen, PERK inhibitor project, CHO PERK-DD cells, SEAP luminescence, HTS. Eukaryotic translation initiation factor 2-alpha kinase 3 (Homo sapiens), Q9NZJ5. CHO PERK-DD fusion, SEAP luminescence translation reporter. inhibition, % at 5.6 µM. actives 0.17% (n = 220,000);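 active means inhibition above the mean inhibition of all tested compounds plus 3 SD, set separately per screening campaign, cut at about 2.9% in these data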;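 further: PERK kinase domain activated by AP20187 dimerizer at 100 nM; 0% = DMSO with dimerizer and 100% = rapamycin at 8.4 µM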
Runt-CBFb FRET – inhibitors of RUNX1 Runt–CBFb binding, primary screen, biochemical, FRET, Cerulean-Runt, Venus-CBFb, uHTS; Cerulean-Runt/Venus-CBFb FRET ratio 530/480, 1 h; inhibition, % at 20 µM; actives 0.46% (n = 220,000);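 active means inhibition over about 50% at 20 µM in the single-dose screen, limit read from the data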;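 further: 0% = DMSO wells and 100% = excess unlabeled CBFb competitor control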
Target sequence (Q01196 whole entry, looked up): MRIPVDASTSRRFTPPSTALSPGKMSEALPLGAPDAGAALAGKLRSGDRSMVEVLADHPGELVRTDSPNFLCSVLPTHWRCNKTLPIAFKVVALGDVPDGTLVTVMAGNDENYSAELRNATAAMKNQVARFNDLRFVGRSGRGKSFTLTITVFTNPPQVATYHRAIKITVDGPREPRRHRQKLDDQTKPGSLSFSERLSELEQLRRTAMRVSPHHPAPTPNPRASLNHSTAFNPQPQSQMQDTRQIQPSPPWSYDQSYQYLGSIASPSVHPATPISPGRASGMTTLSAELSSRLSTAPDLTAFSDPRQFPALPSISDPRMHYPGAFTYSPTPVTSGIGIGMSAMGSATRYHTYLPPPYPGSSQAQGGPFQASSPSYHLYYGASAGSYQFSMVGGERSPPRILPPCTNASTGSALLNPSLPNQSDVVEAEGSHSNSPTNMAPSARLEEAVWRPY
Target sequence (Q13951 whole entry, looked up): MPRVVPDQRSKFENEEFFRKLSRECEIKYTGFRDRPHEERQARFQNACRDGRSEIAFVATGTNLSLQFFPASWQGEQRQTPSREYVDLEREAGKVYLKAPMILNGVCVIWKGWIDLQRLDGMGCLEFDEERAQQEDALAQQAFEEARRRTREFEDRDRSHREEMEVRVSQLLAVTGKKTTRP
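test system = Cerulean-tagged RUNX1 Runt domain (FRET donor) fusion protein | reagent = Venus-CBFb binding partner, 100 nM | incubation = protein complex preformed 1 h, compound exposure 1 h, room temperature, dark | detection = FRET fluorescence | read-out basis = loss of energy transfer signal | controls = 5 µM unlabeled CBFb as full-inhibition high control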
Runt-SMMHC FRET – inhibitors of RUNX1 Runt–CBFb-SMMHC binding, primary screen, biochemical, FRET, Cerulean-Runt, Venus-CBFb-SMMHC, uHTS; Runt-related transcription factor 1 (Homo sapiens) + Core-binding factor subunit beta …; Cerulean-Runt/Venus-CBFb-SMMHC FRET ratio 530/480, 1 h; inhibition, % at 20 µM; actives 0.74% (n = 220,000);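 active means mean inhibition across duplicate retests at 20 µM reaching about 50%, limit read from the data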;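 further: 0% = DMSO wells and 100% = wells with excess untagged CBFb-SMMHC; inhibitors lower the FRET ratio by blocking Runt binding to CBFb-SMMHC; some results filed as inactive read as strong as hits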
RBBP9 inhibitor – human RBBP9 inhibitors, primary screen, biochemical, fluorescence polarization, FP-Rh probe, HTS; Serine hydrolase RBBP9 (Homo sapiens), O75884; recombinant RBBP9; inhibition, % at 7.94 µM; actives 0.2% (n = 220,000); AID 1515, 2009;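 active means inhibition above the campaign mean of all tested compounds plus 3 SD, cut at about 14% in these data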;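 further: plate controls were DMSO wells with RBBP9 for no effect and wells lacking RBBP9 protein for full effect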
Target sequence (O75884 whole entry, looked up): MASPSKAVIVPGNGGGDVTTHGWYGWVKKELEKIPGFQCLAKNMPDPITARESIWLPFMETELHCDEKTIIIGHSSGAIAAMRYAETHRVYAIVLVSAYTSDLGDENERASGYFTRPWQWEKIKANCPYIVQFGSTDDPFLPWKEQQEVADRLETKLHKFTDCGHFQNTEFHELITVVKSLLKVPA
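system = RBBP9 protein | input = RBBP9 at 2.5 µM in dispensed solution, before mixing | measured by = fluorescence polarization (mP), excitation 525 nm, emission 598 nm | incubation = enzyme-compound preincubation 30 min, then probe labeling 45 min, 25 °C | buffer or medium = Tris-NaCl-Pluronic buffer, pH 8.0 | compound = single dose 7.94 µM | also added = FP-Rh probe, 375 nM dispensing solution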
EP2 modulator – EP2 receptor modulators, cAMP readout, primary screen, cell-based, HTRF cAMP, PGE2 stimulation; EP2-expressing cells, cAMP HTRF FRET, PGE2 co-stimulation; induction, % at 25 µM; actives 0.83% (n = 260,000); Prostaglandin E2 receptor EP2 subtype (Homo sapiens), P43116;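 active means compounds whose cAMP rise, as percent of the full-agonist control response, exceeds 60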;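 further: rat C6 glioma line stably carrying human EP2 under a CMV promoter; the protocol text gives 20 µM as final concentration; 100% = response of wells given 1 µM PGE2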
TNF death inh – inhibitors of TNF-alpha triggered necroptosis, primary screen, cell-based, Jurkat FADD-/-, single concentration. actives 0.068% (n = 220,000). AID 463075, 2010. activation (protection from cell death), % at 10 µM. Jurkat FADD-/- TNF necroptosis rescue, ATP luminescence, 24 h; 0 = TNF only, 100 = no-TNF cells;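 active means activation, meaning protection from cell death, of at least 50% relative to plate controls; inactive means activation below 50%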;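 further: necroptosis triggered by 40 ng/mL TNF-alpha added together with compound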
Hck Nef HTS – inhibitors of Nef-activated human Hck kinase, primary screen, biochemical, Z-Lyte FRET, 384-well, Hck-YEEI; Tyrosine-protein kinase HCK (Homo sapiens), P08631; Recombinant Hck-YEEI plus Nef, Z-Lyte FRET kinase assay; inhibition, % at 20 µM; actives 0.68% (n = 220,000); AID 463187, 2010;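 active means Hck-Nef kinase inhibition above about 50%, limit read from the data; inactive means inhibition below that limit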;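 further: 0% = DMSO with Hck plus Nef and 100% = Hck alone without Nef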
Numbers without * were called inactive; · = not tested or not shown; & = joins results of further samples.

SMILES	L929 necroptosis	EP2 antag	PERK inh	Runt-CBFb FRET	Runt-SMMHC FRET	RBBP9 inhibitor	EP2 modulator	TNF death inh	Hck Nef HTS
Cc1ccccc1CN1C(=O)C2(OCCCO2)c2ccccc21	0.3	11	-0.5	-4	1	-3	42	-5.9	-3
COC(=O)Cc1cc(=O)n2[nH]c(C(F)(F)F)nc2n1	0.1	11	0.1	1	-3	-2	15	0.1	0
COc1ccc(CNCCC(c2ccccc2)c2ccc3c(c2)OCO3)cc1 (stereo not drawn)	3.9	·	-1.8	-4	-4	-3	-31	-4.2	1
CCC(CC)COC(=O)C(C#N)c1nc2ccccc2nc1N1CCN(CC)CC1 (stereo not drawn)	-0.1	5	-0.9	20	40	-2	9	-13	0
Cc1cc(/C=N/NC(=O)Cn2c3ccccc3c(=O)c3ccccc32)c(C)n1-c1ccc(Cl)cc1	0.2	11	0.0	101*	·	-15	-39	-1.0	35
CCC1(C)Cc2c(sc3c2c2ncnn2c2nnc(SCC(=O)NCc4ccco4)n32)CO1 (stereo not drawn)	-0.3	11	-0.4	4	5	-2	21	-4.0	0
CC1=C(C(=O)N(C)C)C(c2ccc(N3CCOCC3)cc2)NC(=O)N1 (stereo not drawn)	3.4	5	0.8	-1	-5	-5	-1	-0.5	27
CSc1oc(-c2cccs2)nc1S(=O)(=O)c1ccccc1	-0.1	8	0.6	1	-4	3	13	1.8	22
COc1ccc(CCNC(=O)c2ccc(-c3cccc([N+](=O)[O-])c3)o2)cc1OC	4.1	27	0.1	4	-4	2	-46	-1.0	1
O=C(CCc1c[nH]c2ccccc12)NCc1ccc2c(c1)OCO2	-0.1	8	1.2	1	4	-12	-27	-1.1	1
Cn1nc(-c2ccccc2)c(C(O)c2ccc(Cl)cc2)c1Cl (stereo not drawn)	-0.1	4	0.4	-1	-1	-6	29	-1.7	2
O=c1[nH]c(/C=C/c2ccc(OC(F)F)cc2)nc2c1cnn2-c1ccccc1	-0.5	10	0.1	-1	0	3	2	1.0	6

Full records, quoted from the list. Order of screens: L929 necroptosis, EP2 antag, PERK inh, Runt-CBFb FRET, Runt-SMMHC FRET, RBBP9 inhibitor, EP2 modulator, TNF death inh, Hck Nef HTS
Results for Cn1nc(-c2ccccc2)c(C(O)c2ccc(Cl)cc2)c1Cl (stereo not drawn) : -0.1, 4, 0.4, -1, -1, -6, 29, -1.7, 2
Results for O=C(CCc1c[nH]c2ccccc12)NCc1ccc2c(c1)OCO2 : -0.1, 8, 1.2, 1, 4, -12, -27, -1.1, 1
Results for CSc1oc(-c2cccs2)nc1S(=O)(=O)c1ccccc1 : -0.1, 8, 0.6, 1, -4, 3, 13, 1.8, 22
Results for O=c1[nH]c(/C=C/c2ccc(OC(F)F)cc2)nc2c1cnn2-c1ccccc1 : -0.5, 10, 0.1, -1, 0, 3, 2, 1.0, 6
Results for CCC1(C)Cc2c(sc3c2c2ncnn2c2nnc(SCC(=O)NCc4ccco4)n32)CO1 (stereo not drawn) : -0.3, 11, -0.4, 4, 5, -2, 21, -4.0, 0

Additional results:
SMILES	L929 necroptosis	EP2 antag	PERK inh	Runt-CBFb FRET	Runt-SMMHC FRET	RBBP9 inhibitor	EP2 modulator	TNF death inh	Hck Nef HTS
O=C(N/N=C/c1cc(Br)cs1)c1c[nH]c2ccccc12	71	6	-0.1	1	0	-4	-26	0.6	14
CC(C)C12CN3CC(C(C)C)(CN(C1)C3c1ccc([N+](=O)[O-])o1)C2=O (stereo not drawn)	0.5	9	0.6	0	1	-6	18	0.4	20
O=S(=O)(Nc1ccc(-c2nnc(SCc3ccc(Cl)cc3)o2)cc1)c1ccccc1	0.8	4	-0.5	0	-2	-22	-3	2.5	-1
CCNC(=O)CC1C(=O)N(CC)C(=S)N1NC(=O)c1ccccc1 (stereo not drawn)	0.9	10	0.6	4	-6	-5	-2	3.8	7
NC1=C(c2ccc(F)cc2)C(=O)CS1	5.5	12	0.4	1	2	-2	13	2.0	1
CC(=O)Nc1ccc(N2CCN(C(=O)c3cccs3)CC2)cc1	0.0	7	0.0	-1	-2	-2	4	-0.5	-8
O=C1CS/C(=N\NC(=O)c2ccccc2)N1	-0.2	6	0.2	-2	-6	-11	-23	-0.7	2
CCCC(c1nnnn1Cc1ccco1)N1CCC(C(N)=O)CC1 (stereo not drawn)	-0.4	7	0.3	13	0	-11	19	-1.8	0
CCC1C(O)=C(c2ccccn2)C(=N)N1c1ccccc1 (stereo not drawn)	0.2	10	-0.6	-2	2	-10	-7	-2.2	-2
Cc1ccc(C)c(OCC(=O)Nc2nonc2NC(=O)COc2cc(C)ccc2C)c1	0.6	5	1.3	5	5	1	15	-4.2	16
CC1=C(C(=O)Nc2ccccc2)C(c2cccs2)n2nnnc2N1 (stereo not drawn)	0.0	14	1.8	0	0	8	17	-1.8	1
Cc1ccc(S(=O)(=O)NC(CC(C)C)C(=O)N2CCC(C)CC2)cc1 (stereo not drawn)	-1.3	7	-0.5	-1	-8	-5	16	-0.7	17

Four structures out of the list, sorted by formula weight, rising.
SMILES	L929 necroptosis	EP2 antag	PERK inh	Runt-CBFb FRET	Runt-SMMHC FRET	RBBP9 inhibitor	EP2 modulator	TNF death inh	Hck Nef HTS
CSc1oc(-c2cccs2)nc1S(=O)(=O)c1ccccc1	-0.1	8	0.6	1	-4	3	13	1.8	22
CC1=C(C(=O)Nc2ccccc2)C(c2cccs2)n2nnnc2N1 (stereo not drawn)	0.0	14	1.8	0	0	8	17	-1.8	1
COc1ccc(CNCCC(c2ccccc2)c2ccc3c(c2)OCO3)cc1 (stereo not drawn)	3.9	·	-1.8	-4	-4	-3	-31	-4.2	1
CCC1(C)Cc2c(sc3c2c2ncnn2c2nnc(SCC(=O)NCc4ccco4)n32)CO1 (stereo not drawn)	-0.3	11	-0.4	4	5	-2	21	-4.0	0

New compounds follow
SMILES	L929 necroptosis	EP2 antag	PERK inh	Runt-CBFb FRET	Runt-SMMHC FRET	RBBP9 inhibitor	EP2 modulator	TNF death inh	Hck Nef HTS
O=C(COc1ncnc2cc([N+](=O)[O-])ccc12)NC1CCCCC1	1.4	9	-1.1	4	-3	-8	-4	6.0	-8
Nc1cc(=O)nc(SCC(=O)Nc2cccc3ccccc23)n1CCc1ccccc1	-0.3	11	-0.4	-2	-2	-14	-9	-1.3	-2
CCN(CC(=O)NC)S(=O)(=O)c1ccc(Br)cc1	0.7	19	-0.3	1	-2	-7	14	-0.3	0
O=C(NCCc1ccccc1)C1CCN(S(=O)(=O)N2CCC3(CC2)OCCO3)CC1	1.0	1	-0.1	0	-2	-4	-5	-1.2	5
CS(=O)(=O)N(CCC#N)Cc1ccco1	0.6	10	1.6	·	-3	-4	35	-0.1	-10
CC(C)CNS(=O)(=O)c1ccc(CCC(=O)Nc2ccc3c(c2)OCO3)cc1	0.3	12	0.7	-2	2	-2	-12	-0.3	9
COCCn1c(-c2ccc(C#N)cc2)nc2c1c(=O)[nH]c(=O)n2Cc1ccccc1	-0.4	8	0.6	-4	-6	-2	23	-0.8	25
CN1C(=O)c2ccccc2Sc2ccc(NC(=O)NC3CC3)cc21	0.1	12	-0.8	1	3	-8	-4	-3.5	1
CCOC(=O)c1c(C)c(C(=O)NCc2cccnc2)c(C)n1C	-0.3	4	0.2	-1	1	-7	22	-0.5	10
O=C(C1CCCN1S(=O)(=O)c1cccc2cccnc12)N1CCn2c1nc1ccccc12 (stereo not drawn)	0.5	10	-0.2	2	-1	-5	-21	-1.4	23
O=C(O)c1cccc(N2C(=O)c3ccc4c5c(ccc(c35)C2=O)C(=O)N(c2cccc(C(=O)O)c2)C4=O)c1	1.0	2	1.4	3	-1	1	28	-1.3	30
COc1ccc2nccc(/C=C/c3ccnc4ccc(OC)cc34)c2c1	1.9	21	-2.3	0	82*	-11	14	1.7	-59
COc1ccc2[nH]c(=O)c(CN(C(=O)c3ccncc3)C(C)C)cc2c1	0.5	-1	1.2	1	2	3	14	0.5	0
Cc1cccc(-c2noc(-c3ccno3)n2)c1	0.1	2	1.3	-2	0	-2	-2	3.0	20
COC(=O)c1sccc1NC(=O)c1ccccc1	-0.2	0	0.0	-1	-2	-11	-24	-0.8	15
COc1ccc(/C=C2/N=C(SCC(=O)Nc3cc(C)on3)N(c3ccccc3)C2=O)cc1	·	2	0.1	-45	-71	-7	-13	2.4	1
CC(C)(C)c1ccc(NS(=O)(=O)c2ccc(N)cc2)cc1	1.7	13&10	0.5	-1	2	-11	-33&-16	-2.6	1
NC(=O)CN1CCCN(S(=O)(=O)c2ccc(Br)cc2)CC1	-0.2	10	0.8	1	-6	0	10	-3.4	0
Cc1cc(C(=O)CN2C(=O)C(=O)N(Cc3ccccc3)C2=O)c(C)n1-c1ccc2c(c1)OCCO2	3.3	9	0.5	3	0	-5	23	1.4	20
Cc1cccc(N2C(=O)CC(Cn3nc(C)cc3C)C2=O)c1 (stereo not drawn)	-0.3	10	-0.7	2	2	-7	47	1.2	16
COc1ccc2nc(NC(=O)c3cnccn3)sc2c1	-0.3	5	-0.2	-1	-1	11	10	-2.4	4
CC12CCC(C(=O)NCc3ccc4c(c3)OCO4)(OC1=O)C2(C)C (stereo not drawn)	-0.5	16	0.8	0	0	-1	14	-0.8	7
O=C1CCCc2ccccc2N1Cc1ccccc1	1.7	4	1.3	2	2	2	25	-0.1	-7
O=c1cc(N2CCN(c3ccccc3)CC2)[nH]c(=O)n1-c1ccccc1	2.9	5	1.0	2	-7	-11	32	0.8	15
CN(Cc1nc(-c2ccncc2)no1)S(=O)(=O)c1ccc(Br)cc1	1.6	12	-0.2	2	1	-6	-7	-1.3	-1
O=[N+]([O-])c1ccc2nc(-c3ccccc3)n(OCc3ccc(Cl)cc3)c2c1	-0.3	6	1.0	-4	0	-5	-17	-4.4	0
Cc1cc(C2=NNC(=NC3CC3)SC2)c(C)n1Cc1ccco1	-0.5	8	0.4	22	-1	0	0	-6.3	4
COC(=O)c1ccccc1S(=O)(=O)N1CCC(c2nc3ccccc3o2)CC1	-0.1	6	-0.5	0	4	-8	14	-1.5	1
CCOc1cc(/C=C2\SC(=S)N(C(C(=O)O)c3ccccc3)C2=O)ccc1O (stereo not drawn)	0.7	4	-0.8	-47	-162	-67	12	0.4	63*

These rows are one share of the data; rates above refer to the full screens.
